# Assay outcomes from PubChem BioAssay.
# IMPase Li cell = IMPase inhibition in cells with lithium potentiation. Potency, µM (top dose mostly 59.4 µM), for inactives: top-dose activity, negative = IMPase inhibition, actives largely listed as inhibitors. hit rate 0.35% among 210,000. AID 1457. CHO-M1 cells, IP1 TR-FRET (IP-One), carbachol + lithium;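 further: IP1 builds up when IMPase is blocked and the TR-FRET signal falls; plate controls were basal vehicle for no effect and high inhibitor control for full effect; nearly all actives have a fitted effect of over 50% in size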
#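 Concentration–response in CHO-M1 cells, lithium-potentiated; 30 min at 37C. IP1 detected by competitive TR-FRET after 10 min lysis at RT. Hill-fitted AC50.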
# GoLoco inh red = blocks human Gai1 binding to RGS12 GoLoco peptide, red readout | P63096 | AID 880 | Gai1:RGS12 GoLoco peptide FP, rhodamine, 10 min | Potency, µM (top dose mostly 61.6 µM), without a hit: at the top dose activity, negative = inhibition, actives largely listed as inhibitors | hit rate 0.44% among 230,000; active means well fitted inhibition curve with a large enough effect, not every such curve was filed as active; inactive means no such curve, though single readings can be large or run the other way; further: on the % scale 0 is the no-effect control and ±100 the full control effect; nearly all actives have a fitted effect of over 30% in size; many of its hits are not listed in these tables
# Target sequence (P63096 whole entry, looked up): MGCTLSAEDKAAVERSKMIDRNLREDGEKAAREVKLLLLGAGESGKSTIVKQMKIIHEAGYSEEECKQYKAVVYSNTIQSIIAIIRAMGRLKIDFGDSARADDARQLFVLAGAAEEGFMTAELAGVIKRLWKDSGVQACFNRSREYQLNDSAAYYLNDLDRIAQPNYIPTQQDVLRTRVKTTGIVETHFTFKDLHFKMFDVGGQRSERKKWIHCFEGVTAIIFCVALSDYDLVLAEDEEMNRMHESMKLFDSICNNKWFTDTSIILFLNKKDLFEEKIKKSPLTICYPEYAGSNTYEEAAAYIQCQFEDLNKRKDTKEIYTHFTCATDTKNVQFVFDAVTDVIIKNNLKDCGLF
# aGlu spleen mod = inhibits or activates alpha-glucosidase in human spleen homogenate. P10253. Potency, µM (top dose mostly 79.9 µM), inactives show top-dose activity change, negative = inhibition, hits mostly inhibitors. human spleen homogenate, 4-MU-alpha-glucoside fluorescence. hit rate 0.006% among 240,000;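 further: 0% = enzyme with vehicle and -100% = no enzyme basal signal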
#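 Enzyme source: human spleen homogenate, 1 ug/well. Buffer 50 mM citric acid/K phosphate pH 5.0, 0.01% Tween-20. 4-MU-alpha-glucoside 1 mM; 37 C x 40 min; NaOH/glycine stop; fluorescence.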
# GAA glycogen mod = GAA glycogen-cleavage inhibition or activation. P10253. recombinant GAA, glycogen substrate, Amplex Red glucose oxidase fluorescence. Potency, µM (titrated, usually from 76.4 µM), inactives show at the top dose activity change, negative = inhibition, usual class: inhibitors. hit rate 0.38% among 300,000. AID 2100;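 further: 0% = full enzyme reaction and -100% = no-enzyme basal signal; the screen sought inhibitors and activators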
#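 Recombinant human enzyme (4 nM); glycogen substrate; 37 C, 40 min, pH 5.0. Readout: coupled glucose oxidase/Amplex Red fluorescence.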
# GAA inhib = alpha-glucosidase (human) inhibition. purified human GAA, 4-MU-alpha-glucoside fluorescence. hit rate 0.005% among 200,000. Potency, µM (highest dose often 76.9 µM), for inactives: at the top dose activity change, negative = inhibition, actives largely listed as inhibitors. P10253;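 further: plate controls were uninhibited enzyme wells for no effect and no-enzyme background for full effect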
#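 Fluorogenic assay: 4 nM human alpha-glucosidase with 400 uM 4-methylumbelliferyl-alpha-D-pyranoside in 50 mM citrate/phosphate, 0.005% Tween-20, pH 5.0, 20 min at room temperature. Compounds tested up to 77 uM; AC50 from Hill fits.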
# HTT cytoprotect = Huntington cell model cytoprotection by ATP luminescence; AID 1471; PC12 HTT-Q103 induced, cytoprotection, ATP luminescence, 40 h; hit rate 0.14% among 230,000; Potency, µM (titrated, usually from 56.4 µM), for inactives: cytoprotection (ATP increase), actives largely listed as activators;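 further: % of control where 0% means no effect; nearly all actives have a fitted effect of over 45% in size; toxic huntingtin expression switched on by the ecdysone agonist tebufenozide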
#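 Stable PC12 Q103-GFP cells in serum-supplemented, phenol red-free DMEM; induction by tebufenozide at 100 nM final; compound dose series; cell viability quantified luminescently from ATP.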
# HttQ103 aggreg = inhibitors of mutant huntingtin aggregate formation in PC12 cells | PC12 HttQ103-GFP aggregates, Acumen cytometry, 40 h | Potency, µM (titrated, usually from 46.1 µM), inactives show at the highest dose activity change, negative = inhibition, most hits filed as inhibitors | hit rate 1.1% among 220,000 | AID 1688; further: on the % scale 0 is the no-effect control and ±100 the full control effect; nearly all actives have a fitted effect of over 60% in size
#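 Inducible Q103 Huntingtin exon 1–GFP PC12 line, 1500 cells/well in phenol red free DMEM with 5% equine and 5% calf serum. Tebufenozide 100 nM induced expression; compounds titrated; aggregates quantified by cytometry.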
# * marks the source's active call; other numbers are inactive results; u = inconclusive; x = no result given; [ ] = remark or other dose. Unless noted, the call rests on the fitted dose curve; in most records, active means well fitted curve in the direction sought with a large enough effect; inconclusive means small, poorly fitted or top-dose-only effect, or another doubt; inactive means no such curve, though single readings can be large; an effect the other way counts as inactive or inconclusive. Potency means the concentration at half of the fitted maximal effect.
canonical_smiles,IMPase Li cell,GoLoco inh red,aGlu spleen mod,GAA glycogen mod,GAA inhib,HTT cytoprotect,HttQ103 aggreg
NC(=S)N/N=C/c1coc2ccc(Br)cc2c1=O,x,34%[activator],0%,-7%,x,9%[10 µM],u
Cc1cc(C)n(CCC(=O)N/N=C/c2cccc([N+](=O)[O-])c2)n1,x,4%,-5%,4%,x,13%[10 µM],9%[9.22 µM]
CC(/C=N/NC(=O)Cc1cccs1)=C\c1ccccc1,5%,8%,-9%,10%,-2%,-21%[10 µM],-6%
CC(CCc1ccccc1)NC(=O)COC(=O)C12CC3CC(CC(Br)(C3)C1)C2 (stereo not drawn),13%,3%,0%,-11%,-7%,-7%[10 µM],-2%
O=C1CN=C(Nc2ccccc2Cl)N1c1ccccc1,2%[38.3 µM],-39%,-14%,0%,-1%,-83%[inhibitor][10 µM],2.8µM*
COc1cccc(/C=C2/CN(C)CC3=C2OC(N)=C(C#N)C3c2cccc(OC)c2)c1 (stereo not drawn),4%,48%[activator],-4%,-18%,-2%,8%[10 µM],18%
COCc1cc(C)nc(NC2CCCCC2)c1C#N,17%[38.3 µM],21%,0%,-4%,u,-19%[0.074 µM],3%
Cc1cccc(N2CCN(C(=O)C(Cc3ccccc3)n3cccc3)CC2)c1C (stereo not drawn),17%[38.3 µM],-3%,5%,-17%,-14%,-31%[10 µM],u
C=CCn1c(=O)c2ccc(C(=O)NCc3ccccc3)cc2n(Cc2ccc(C)cc2)c1=O,u,5%,1%,5%,8%,x,1%
CN(C)c1ccc(-c2ccc3ncnc(-n4ccnc4)c3c2)cc1,6%,-2%,-7%,x,x,3.2µM*,x
COc1cc(Br)cc(C2C3=C(CCCC3=O)N(c3ccc(F)cc3)C3=C2C(=O)CCC3)c1O,1%,3%,0%,-20%,u,14%[10 µM],10%[9.22 µM]
Cc1ccc(NC(=O)c2ccc(Nc3ccccc3F)nc2)cc1,-4%,5%,-19%,0%,-1%,-13%[10 µM],-5%
CCNS(=O)(=O)c1ccc2nc(NC(=O)/C=C/c3cc(OC)c(OC)c(OC)c3)sc2c1,-14%,-1%,-2%,u,-5%,15%[10 µM],7%
Cc1ccc(N2CCN(C(=O)CN3C(=O)c4ccccc4C3=O)CC2)cc1,19%[38.3 µM],-3%,-18%,-3%,-5%,30%,u
COc1cc(C[C@H](C)[C@H](C)Cc2ccc3c(c2)OCO3)ccc1O,x,3%,-2%,u,x,8%[10 µM],23%[9.22 µM]
NS(=O)(=O)c1cc(C(=O)NCCOc2ccccc2)c(Cl)cc1Cl,-2%,0%,-2%,-7%,2%,x,18%
CCN1CCN(C(c2cccs2)C(C)NC(=O)NC2CCCCC2)CC1 (stereo not drawn),9%[38.3 µM],1%,-8%,3%,9%,-6%[10 µM],-13%
CSCCC(NS(=O)(=O)c1ccc2c(c1)oc(=O)n2C)C(=O)NC1CCC(C)CC1 (stereo not drawn),5%,8%,-11%,-3%,2%,-1%[10 µM],15%
Cc1nn(Cc2ccc(C(=O)NC3CCCCC3)o2)c(C)c1Br,39%[activator][38.3 µM],7%,-4%,-1%,u,-16%,-21%
O=S(=O)(NCC(c1cccnc1)N1CCOCC1)c1ccccc1 (stereo not drawn),0%,5%,-1%,-7%,-6%,6%,4%
CCOC(=O)c1c(NC(=O)c2ccccc2)sc2c(O)c(CN(CC)CC)ccc12,-4%[38.3 µM],-18%,-6%,-12%,0%,-39%[inhibitor],-14%
CCCCC(=O)Nc1sc2c(c1-c1nc3ccccc3s1)CCN(C(C)=O)C2,39%[activator][38.3 µM],21%,-5%,0%,-7%,2%[10 µM],0%
O=C1CN(C(=O)c2ccc(Br)o2)C(c2ccccc2)c2cc(F)ccc2N1 (stereo not drawn),3%[38.3 µM],4%,6%,4%,-4%,24%,0%
Cc1ccc(N(C(C)C(=O)Nc2cc(Cl)ccc2Oc2ccccc2)S(C)(=O)=O)cc1 (stereo not drawn),21%[38.3 µM],-15%,-6%,-10%,-13%,-54%[inhibitor],u
CCOC(=O)Oc1ccc2c(c1)C(C)=CC(C)(C)N2C(=O)OCC,8%[38.3 µM],-2%,-21%,-15%,-18%,4%[1.9 µM],-17%
Cc1ccc(C(=O)NNC(=O)c2ccco2)cc1,-6%,9%,5%,4%,-4%,-24%[10 µM],-7%
Cc1cc(N2CCCCCC2)nc2ccccc12,9%[38.3 µM],-18%,0%,21%,-2%,-9%,3%
CCOCCc1nnc(N)s1,17%[38.3 µM],-2%,-9%,-4%,-1%,-8%,4%
COc1ccc(C(c2nnnn2Cc2ccccc2)N2CCN(C(=O)c3ccco3)CC2)cc1OC (stereo not drawn),6%[38.3 µM],0%,-14%,11%,-2%,4%,-16%
Cc1ccc(S(=O)(=O)NC(CC(C)C)C(=O)Oc2ccc3c4c(c(=O)oc3c2)CCC4)cc1 (stereo not drawn),-4%[38.3 µM],9%,u,3%,u,2%,-6%

canonical_smiles,IMPase Li cell,GoLoco inh red,aGlu spleen mod,GAA glycogen mod,GAA inhib,HTT cytoprotect,HttQ103 aggreg
CC1(C)OC(=O)C(=NNc2ccc(Cl)cc2)C(=O)O1,19%[38.3 µM],3%,-5%,2%,-10%,0%,25%
COCC(=O)N1CCC2(CC1)CN(C(=O)Nc1ccc(OC)cc1)C2,3%,1%,7%,x,x,2%,x
S=C(NCCc1ccccc1)N1CCN(C2CCCCC2)CC1,7%,6%,-8%,24%,-15%,x,4%
Cc1cc(C)c(NC(=O)Cn2nc(-c3ccccc3)nc2-c2ccccc2)c(C)c1,7%,-5%,-3%,7%,5%,14%[10 µM],u
Cc1cc(C)c(S(=O)(=O)Nc2ccccc2C(=O)OCC(=O)NCc2ccccc2)c(C)c1,10%,2%,0%,12%,-4%,x,18%
Cc1ccc2[nH]c(-c3ccccc3)c(CN3CCCC3)c(=O)c2c1,x,4%,4%,9%,0%,14%,-15%
COc1ccc(NC(=O)CSc2ncnc3c2cnn3CCc2ccccc2)cc1,-14%[38.3 µM],-3%,1%,1%,1%,-26%,-2%
CS(=O)(=O)N(CC(=O)N1CCCCC1)c1ccc(Cl)c(C(F)(F)F)c1,-7%[38.3 µM],-23%,-6%,8%,-2%,-9%,-13%
CC(C)Oc1ccc(Cc2cnc(=S)[nH]c2N)cc1,2%,1%,-23%,-27%,2%,x,21%
O=C(CSc1nnc(C2CC2)n1-c1ccccc1)NCCc1ccccc1,30%[activator][38.3 µM],1%,-8%,7%,-3%,-8%,4%[9.22 µM]
O=C(Cn1cnc2cc([N+](=O)[O-])ccc2c1=O)Nc1cccc2ccccc12,x,7%,11%,-3%,x,23%[10 µM],-11%[9.22 µM]
Cc1cc(C)c2[nH]c(=O)c(C(c3nnnn3C(C)(C)C)N3CCN(C(=O)c4ccco4)CC3)cc2c1 (stereo not drawn),4%[38.3 µM],-23%,-6%,-1%,3%,-13%,14%
COc1ccc(NS(=O)(=O)c2ccc3nc(COc4ccc(Cl)c(C)c4)[nH]c3c2)cc1,x,x,-11%,8%,-3%,-6%[10 µM],u
CCCCCCCn1c(NC(=O)CC)nc2ccccc21,x,6%,-3%,-9%,x,-25%[10 µM],-30%[9.22 µM]
COc1ccc(C2=NOC(C(=O)Nc3cc(C)on3)C2)cc1 (stereo not drawn),-5%[38.3 µM],-6%,2%,0%,-7%,0%,5%
CCN(CC)S(=O)(=O)c1ccc(/C(O)=C2/C(=O)C(=O)N(CCOC)C2c2ccccc2)cc1 (stereo not drawn),14%[38.3 µM],17%,3%,3%,-1%,2%[0.074 µM],-20%
COc1ccc(NS(=O)(=O)c2coc(C(N)=O)c2)cc1Cl,3%,-6%,0%,-4%,-6%,13%[10 µM],9%
O=C1c2ccccc2C(=O)N1CC(=O)N1c2ccccc2Sc2ccccc21,4%[38.3 µM],6%,-3%,2%,-3%,-27%,7%
Cc1ccc(S(=O)(=O)N2CCC(C(=O)Nc3nnc(COc4ccccc4)s3)CC2)cc1,2%[38.3 µM],5%,4%,-4%,-4%,0%[10 µM],-1%
COCn1c(-c2cccc(Br)c2)nc2ccccc21,x,x,6%,-12%,3%,-15%[10 µM],12%
CC1(C)CC(=O)C(C=NCCN2CCN(CCCCS(=O)(=O)O)CC2)=C(O)C1,12%[38.3 µM],0%,4%,2%,11%,-16%[10 µM],6%
CN1CCC(=NNC(=O)c2cn(-c3ccccc3)nc2-c2ccccc2)CC1,-3%,6%,0%,-19%,8%,13%[10 µM],-25%
CCn1c(O)c(N=NC(=O)CNc2cccc(C)c2)c2ccccc21,7%,7%,4%,2%,1%,-17%[10 µM],u
C#CCNC(=O)C1=C[C@H](c2cn(C(C)=O)c3ccccc23)C[C@H](OCc2ccc(CO)cc2)O1,7%,10%,2%,-9%,x,-3%[10 µM],-7%[9.22 µM]
COc1ccccc1CN1CCN(C(CC(C)C)c2nnnn2Cc2cccs2)CC1 (stereo not drawn),38%[activator][38.3 µM],7%,-15%,5%,u,0%[10 µM],-7%
CCN1CCCC1CNCc1cc(OC)c(OC)c(OC)c1 (stereo not drawn),-5%[38.3 µM],4%,-15%,-4%,2%,-13%,12%
O=C(CN1C(=O)COCC1=O)N1CCOCC1,13%[38.3 µM],0%,-6%,0%,u,-2%,5%
CCOC(=O)CSc1nnc(-c2c[nH]c3ccccc23)n1CC,-11%[38.3 µM],3%,-1%,9%,u,-4%,-13%
Cc1ccc(NC(=O)Cc2ccccc2Cl)cc1S(=O)(=O)N(C)C,1%,11%,-2%,7%,-4%,-3%[10 µM],1%
Cn1c(=O)c2c(ncn2CC(=O)OCC(=O)Nc2ccc(Cl)cc2)n(C)c1=O,15%,-3%,0%,2%,-7%,-1%[10 µM],8%
CCOC(=O)Cc1csc(NC(=O)CC)n1,16%[38.3 µM],-2%,-3%,2%,-3%,-14%,-6%

# Whole records, quoted from the list. Order of screens: IMPase Li cell, GoLoco inh red, aGlu spleen mod, GAA glycogen mod, GAA inhib, HTT cytoprotect, HttQ103 aggreg
# CC(C)Oc1ccc(Cc2cnc(=S)[nH]c2N)cc1 as listed: 2%, 1%, -23%, -27%, 2%, x, 21%
# O=C(CN1C(=O)COCC1=O)N1CCOCC1 as listed: 13%[38.3 µM], 0%, -6%, 0%, u, -2%, 5%

# These rows are one share of the data; rates above refer to the full screens.
